Assay outcomes (PubChem)
AMPAR-TARP mod: GluA2-stargazin AMPA receptor complex modulation; actives 3.5% (n = 40,000); O88602+P19491; calls only at 30 µM; AID 1259245; HEK293 GluA2+stargazin, membrane potential dye (FDSS), glutamate EC50; hits were called plate by plate, in both directions;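 active = any of four per-well response measures lying three or more SD from its plate-wide compound average, in either direction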
Target sequence (O88602 whole entry, looked up): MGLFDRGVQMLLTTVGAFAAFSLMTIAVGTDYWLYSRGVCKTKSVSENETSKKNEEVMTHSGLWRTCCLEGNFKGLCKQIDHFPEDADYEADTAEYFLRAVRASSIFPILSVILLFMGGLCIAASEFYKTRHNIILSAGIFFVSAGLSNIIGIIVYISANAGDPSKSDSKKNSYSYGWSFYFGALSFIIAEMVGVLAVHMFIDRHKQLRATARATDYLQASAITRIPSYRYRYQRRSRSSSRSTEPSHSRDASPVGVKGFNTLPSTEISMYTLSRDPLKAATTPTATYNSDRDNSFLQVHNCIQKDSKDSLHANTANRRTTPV
Target sequence (P19491 whole entry, looked up): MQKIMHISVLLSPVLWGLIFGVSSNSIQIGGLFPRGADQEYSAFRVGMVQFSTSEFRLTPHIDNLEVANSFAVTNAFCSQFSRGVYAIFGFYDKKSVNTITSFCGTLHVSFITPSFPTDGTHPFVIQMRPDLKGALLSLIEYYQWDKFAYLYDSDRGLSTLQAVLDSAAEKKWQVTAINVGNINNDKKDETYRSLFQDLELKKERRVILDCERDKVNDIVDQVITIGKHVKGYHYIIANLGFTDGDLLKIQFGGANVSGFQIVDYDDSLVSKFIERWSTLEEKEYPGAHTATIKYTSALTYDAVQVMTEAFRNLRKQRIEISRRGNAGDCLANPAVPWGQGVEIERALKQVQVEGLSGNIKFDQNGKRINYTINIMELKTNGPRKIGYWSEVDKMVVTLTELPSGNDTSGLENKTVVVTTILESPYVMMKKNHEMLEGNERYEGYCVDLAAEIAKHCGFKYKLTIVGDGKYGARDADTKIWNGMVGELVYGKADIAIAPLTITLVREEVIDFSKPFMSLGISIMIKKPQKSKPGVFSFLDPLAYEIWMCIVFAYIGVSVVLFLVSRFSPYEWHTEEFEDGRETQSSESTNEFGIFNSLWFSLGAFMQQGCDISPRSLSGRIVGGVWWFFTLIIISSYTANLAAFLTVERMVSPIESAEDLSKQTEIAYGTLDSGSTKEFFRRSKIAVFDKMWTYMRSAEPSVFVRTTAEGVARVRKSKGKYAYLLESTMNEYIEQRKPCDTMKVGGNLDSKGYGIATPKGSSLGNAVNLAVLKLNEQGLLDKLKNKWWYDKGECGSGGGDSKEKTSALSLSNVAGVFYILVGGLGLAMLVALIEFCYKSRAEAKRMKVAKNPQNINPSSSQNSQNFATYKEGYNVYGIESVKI
AMPAR-TARP mod agonism max-min: recorded beside AMPAR-TARP mod, whose call it bears; compound max-min signal; compound-alone response (agonism);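 unitless range of fluorescence divided by baseline over first 100 seconds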
AMPAR-TARP mod glutamate slope: recorded beside AMPAR-TARP mod, whose call it bears; glutamate slope, % of max; measured here: glutamate response slope, % max;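 scaled per plate between vehicle wells and maximal 1 mM glutamate control wells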
Starred values were filed as active, the others as inactive; i = inactive; + = active, no number; & = joins results of further samples. A portion of the library. The share of hits here may be higher or lower than overall.

SMILES	AMPAR-TARP mod	AMPAR-TARP mod agonism max-min	AMPAR-TARP mod glutamate slope
O=C1CC(c2nc3ccccc3n2CCN2CCOCC2)CN1c1ccc(F)cc1 (centres undefined)	i	0.0915	63.6
Cc1nnc(C2CCN(Cc3ccc(Cl)cc3Cl)CC2)s1	i	0.0569	58.5
O=C(CCN1C(=O)c2ccccc2S1(=O)=O)N1CCN(c2cccc(Cl)c2)CC1	i	0.0229	43.0
COc1ccc(C(=O)N2CCN(CCn3nc(C)cc3C)CC2)cc1	i	0.117	41.2
COc1ccc(OCC(=O)Nc2nonc2-c2ccccc2)cc1	i	0.135	91.1
Cc1cn2c3c(=O)n(C)c(=O)n(C)c3nc2n1CC(=O)c1ccc(Cl)cc1	i	0.131	64.2
O=S(=O)(c1ccc(-c2ccccc2)cc1)N1CCN(c2ccc3nncn3n2)CC1	i	0.0683	43.3
COc1ccc(S(=O)(=O)N2CCN=C2SCc2ccc(C(F)(F)F)cc2)cc1	i	0.0734	58.7
COc1ccc(N2CCCS2(=O)=O)cc1NC(=O)NCc1ccc(OC)c(OC)c1	i	0.0786	59.2
Cc1cc(NC(=O)CN2C(=O)c3ccccc3C2=O)n(-c2ccccc2)n1	i	0.0362	42.6
Cc1[nH]c(=O)[nH]c(=O)c1CC(=O)NCc1ccco1	i	0.13	79.7
CSc1ncccc1C(=O)NCCc1csc2nc(-c3cccs3)nn12	i	0.0971	53.7
C=CCn1c(=O)c2sc(N3CCCCC3)nc2n(CC(=O)Nc2ccc3c(c2)OCCO3)c1=O	i	0.0608&0.0269	56.3&104.4
COc1ccccc1Oc1ccc(S(=O)(=O)N2CCN(c3ccccc3F)CC2)cc1	i	0.0637	53.9
c1ccc(-c2cc(-c3nc(-c4ccc5c(c4)OCO5)no3)[nH]n2)cc1	i	0.121	51.3
CC(=O)N1CC(C(=O)Nc2ccc(F)c(F)c2F)C1	i	0.0974	63.8
Cc1cc(C(=O)N2CCCC(c3nn(C)c(=O)n3-c3ccccc3)C2)no1 (centres undefined)	i	0.0965	41.4
Cc1ccc(Cl)cc1NC(=O)CSc1ncnc2c1[nH]c1ccc(F)cc12	i	0.132	43.7
COc1ccccc1N1CCN(C(=O)CSc2ncnc3c2[nH]c2ccc(C)cc23)CC1	i	0.1	51.0
CC(C)c1nnc(C2CCN(C(=O)c3ccno3)CC2)o1	i	0.109	51.6
COc1ccc(CCC(=O)N2CCN(c3ncnc4c3nnn4-c3ccccc3)CC2)cc1	i	0.0206	55.8
Cn1nc(C2CCCN(C(=O)c3cc(-c4ccco4)[nH]n3)C2)n(-c2ccccc2)c1=O (centres undefined)	i	0.103	49.9
COc1ccc(F)cc1S(=O)(=O)Nc1cccc(-c2ccc(=O)n(C)n2)c1	+	0.109*	45.8*
CCOCCCNC(=O)c1c(N)n(-c2cc(OC)cc(OC)c2)c2nc3ccccc3nc12	i	0.132	52.2
Fc1cc(F)c2nc(OC3CCNCC3)sc2c1	i	0.0623	52.4
COc1cccc(N2C(=O)CN(CC(C)C)C3CS(=O)(=O)CC32)c1 (centres undefined)	i	0.0333	63.1
O=C(NCCN1CCOC(c2ccccc2)C1)c1cccc(C(F)(F)F)c1 (centres undefined)	i	0.0487	36.4
CC(=O)c1ccc(NC(=O)CSc2ncnc3c2[nH]c2ccc(F)cc23)cc1	i	0.0765	58.1
COCCN(CCOC)S(=O)(=O)CCNC(=O)c1ccc(OC)cc1	i	0.0786	51.3
CCOc1ccc(NC(=O)Cc2csc(Nc3ccc(S(C)(=O)=O)cc3)n2)cc1	i	0.107	53.1
CNS(=O)(=O)c1c(C)cc(C)c(N(C)S(=O)(=O)c2ccccc2)c1C	i	0.0476	62.7
COc1ccc(Cn2c(SCc3nc(-c4ccccc4)no3)nc3ccsc3c2=O)cc1	i	0.0709	78.0
O=S(=O)(Cc1nc(-c2ccc3c(c2)OCO3)no1)c1ccc(Cl)cc1	i	0.112	53.6
O=C(CSc1nc2ccccc2c(=O)n1-c1ccccc1)N(c1ccccc1)c1ccccc1	i	0.0749	8.9
CCn1c(=O)c(C(=O)Nc2ccccc2F)cc2cccnc21	i	0.052	52.8
COC(=O)c1ccc(/C=C2\Oc3cc(OCC(N)=O)ccc3C2=O)cc1	i	0.0707	56.6
Cc1cc(C(=O)N2CCC(COCc3ccccc3)CC2)c(C)o1	i	0.062	36.2
Cc1ccc(NC(=O)CSC2=NS(=O)(=O)c3ccccc32)cc1	i	0.0858	55.0
O=C(NCc1n[nH]c(=O)c2ccccc12)c1ccc(=O)[nH]c1	i	0.165	50.1
Cc1cc(C)c(S(=O)(=O)n2c(C)nc3ccccc32)cc1C	i	0.0603	35.9
CSc1nc2c(c(=O)[nH]1)C(c1ccc(Cl)cc1)C1=C(CC(C)(C)CC1=O)N2 (centres undefined)	i	0.0329	55.2
CCn1ccnc1N1CCN(Cc2cccc3ccccc23)CC1	i	0.0249	27.3
O=C(CCCS(=O)(=O)c1ccccc1)Nc1ccc2sccc2c1	i	0.0952	68.6
CC(C)(C)NC(=O)N1CCC(CNS(=O)(=O)CCc2ccccc2)CC1	i	0.0805	59.4
O=C(O)CCSc1nnc(-c2cccs2)o1	i	0.0794	49.9
O=C(Cn1c(=O)c2sccc2n(Cc2ccc([N+](=O)[O-])cc2)c1=O)NCc1ccco1	i	0.17	56.7
CCOc1ccc(C(=O)Nc2ccc3c(c2)CCCN3S(C)(=O)=O)cc1OCC	i	0.0296	28.1
O=C(NCCOc1ccc2nnc(-c3ccccc3)n2n1)Nc1ccccc1C(F)(F)F	i	0.0581	61.9
COc1cn(CC(=O)NCCc2ccccc2)c(CSc2nnnn2C)cc1=O	i	0.0494	44.7
CC(=O)Nc1ccc(C(=O)N2CCCN(CCn3nc(C)cc3C)CC2)cc1	i	0.152	65.2
COC(=O)c1ccc(C(=O)NCC(C)(O)c2ccc3c(c2)OCO3)cc1 (centres undefined)	i	0.0921	56.9
COc1ccc(OC)c(NC(=O)CN2C(=O)c3ccccc3S2(=O)=O)c1	i	0.0995	46.6
O=C(CCCn1nc(-c2ccc(F)cc2)ccc1=O)Nc1ccccc1-c1ccccc1	i	0.0319	41.7
Cc1ccc(Cl)cc1NC(=O)c1ccc(N2CCCCS2(=O)=O)cc1	i	0.0822	57.3
COc1ccc(-c2ccc(=O)n(CCCC(=O)Nc3ccc(F)c(F)c3)n2)cc1OC	i	0.0586	47.7
Cc1nc(N2CCC(C(N)=O)CC2)nc(Nc2ccc(F)cc2)c1[N+](=O)[O-]	i	0.104	57.5
COCCNC(=O)Nc1nc2c(SC)cccc2s1	i	0.127	63.0
COc1ccc(N2CC(C)Cn3c2nc2c3c(=O)n(CC(N)=O)c(=O)n2C)cc1 (centres undefined)	i	0.0908	69.8
CCCCCCn1c(N2CCCCC2)nc2c1c(=O)[nH]c(=O)n2C	i	0.0351	33.6
CCOC(=O)CC(=O)CSc1cc(C)c(C#N)c2nc3ccccc3n12	i	0.173	67.2
(continued)
SMILES	AMPAR-TARP mod	AMPAR-TARP mod agonism max-min	AMPAR-TARP mod glutamate slope
Cc1nc2nc(C)c(CCC(=O)O)c(C)n2n1	i	0.114	54.7
CS(=O)(=O)c1ccc2nc(N(CCc3cccs3)C(=O)CCc3ccccc3)sc2c1	i	0.0655	94.9
Cc1ccc(-n2nc3c(c2NC(=O)C(=O)NCCCOC(C)C)CS(=O)(=O)C3)c(C)c1	i	0.0499	99.2
COc1ccccc1-c1nnc(NC(=O)CS(=O)(=O)Cc2ccccc2)o1	i	0.0969	57.8
Cc1nnsc1C(=O)N1CCC(CNC(=O)CSCc2ccccc2)CC1	i	0.0286	26.6
CC(C)NC(=O)N1CCC(c2nnc(-c3ccc(F)cc3)o2)CC1	i	0.0916	60.2
CC(=O)Nc1ccc(S(=O)(=O)NCCc2ccc(N(C)C)cc2)cc1	i	0.0843	39.8
CC(=O)c1c(C)nn(CC(=O)Nc2ccc(Br)cc2)c1C	i	0.1	65.9
COc1cc(NC(=O)NCCCn2nc(-c3ccc(Cl)cc3)ccc2=O)cc(OC)c1	i	0.115	55.4
COc1ccc(NC(=O)Nc2ccc3c(c2)CC(=O)N3C)c(OC)c1	i	0.115	57.9
O=C(NCCOc1ccc2nnc(-c3ccc(F)cc3)n2n1)c1ccc2nsnc2c1	i	0.077	40.6
CCSc1nnc(NC(=O)CSc2ccnc3c2c(=O)n(C)c(=O)n3C)s1	i	0.0837	31.5
Cc1ccc(-n2ccnc2N2CCN(C(=O)CCc3ccccc3)CC2)cc1	i	0.0611	22.7
CCOC(=O)C1=C(C)NC(=O)CC1c1cccc([N+](=O)[O-])c1 (centres undefined)	i	0.102	75.0
COc1ccc(NC(=O)CSc2nnc(-c3cc(C)oc3C)o2)cc1	i	0.112	57.3
O=C(c1c(F)cccc1F)N1CCC(c2nnc(-c3ccco3)o2)CC1	i	0.109	46.0
Cn1c(=NC(=O)c2ccno2)sc2ccc3ccccc3c21	i	0.0857	39.0
CCc1ccc(-c2cc3c(=O)n(Cc4nc(-c5ccc(OC)cc5OC)no4)ccn3n2)cc1	i	0.122	59.4
CCCCNS(=O)(=O)CCNC(=O)c1cccc(OC)c1	i	0.0965	71.1
O=C(Nc1cc2c3c(c1)CCC(=O)N3CCC2)c1ccc2c(c1)OCO2	i	0.103	60.5
COc1cc(OC)cc(N2C(=O)C3N=NN(Cc4nc(-c5cccc(Cl)c5)no4)C3C2=O)c1 (centres undefined)	i	0.13	46.6
C(=C\c1nn2c(COc3ccccc3)nnc2s1)/c1cccs1	i	0.062	61.2
O=C(Cn1c(-c2cnccn2)nc2ccccc21)N1CCN(C(=O)c2ccco2)CC1	i	0.127	60.6
COc1ccc(S(=O)(=O)Nc2nc(CCC(=O)NCc3ccc4c(c3)OCO4)cs2)cc1	i	0.0903	64.4
Cc1ccc(-n2c(=O)c3oc4ccccc4c3n(CC(=O)N3CCC(C)CC3)c2=O)cc1	i	0.041	56.9
COCC(C)NC(=O)C(=O)Nc1cccc(C)n1 (centres undefined)	i	0.092	52.1
CC(C)Oc1ccc(C(=O)Nc2cc(C(=O)N3CCCCCC3)cn(C)c2=O)cc1	i	0.0897	63.8
CCc1ccc(/C=C/C(=O)Nc2ccccc2C(=O)OC)o1	i	0.0721	54.7
CCN(CC)S(=O)(=O)c1ccc(C(=O)N2CCN(c3nccn3C)CC2)cc1	i	0.0858	69.2
O=C(CSc1nnc(-c2ccncc2)o1)NCCc1ccccc1	i	0.0302	47.9
O=C(Nc1cccc(N2CCCCC2=O)c1)c1cccc2ccccc12	i	0.104	46.3
CCN1C(=O)Cc2cc(NC(=O)Nc3cccc(C)c3)ccc21	i	0.115	59.2
CCOc1ccc(NC(=O)c2cc3c(=O)n4ccccc4nc3n2Cc2ccccc2)cc1	i	0.0927	68.2
CC(=O)N1CCc2c(sc(NC(=O)c3cccc4ccccc34)c2-c2nc3ccccc3s2)C1	i	0.0656	30.8
CC(C)c1ccc(OCC(=O)N2CCN(c3nccn3C)CC2)cc1	i	0.0616	60.9
Cc1cc(NCC2CCCO2)n2ncc(-c3ccccc3Cl)c2n1 (centres undefined)	i	0.134	46.3
Cc1cccc(NC(=O)c2cc3c(n(-c4ccccc4)c2=O)CCCC3=O)n1	i	0.0682	28.9
Cc1ccc(-c2ccc(=O)n(CCCNS(=O)(=O)c3ccc(F)c(Cl)c3)n2)cc1	i	0.0955	54.4
CCCCc1ccc2nc(N(C)CC(=O)O)sc2c1	i	0.0577	63.1
Cc1cccc(C)c1NC(=O)COc1ccc2c3c(c(=O)oc2c1)CCC3	i	0.0436	48.6
COc1ccc(CCC(=O)NCCOc2ccccc2)cc1	i	0.0764	56.3
Cc1cc(C)cc(N2C(=O)N(CC(=O)Nc3ccc(C)c(C)c3)C3CS(=O)(=O)CC32)c1 (centres undefined)	i	0.0772	51.4
COCCNC(=O)Cn1nc2c(c1NC(=O)c1c[nH]c3ccccc13)CSC2	i	0.103	58.6
CCN(CC)c1ccc(N2CCN(S(=O)(=O)c3ccc4ccccc4c3)CC2)nn1	i	0.0919	40.0
CS(=O)(=O)Nc1ccccc1C(=O)CC1(O)C(=O)Nc2ccccc21 (centres undefined)	i	0.106	67.1
CC(C)(C)n1ncc2c(=O)n(CCC(=O)N3CCOCC3)cnc21	i	0.0513	35.7

In the list so far, 11 have a Cl atom.
SMILES	AMPAR-TARP mod	AMPAR-TARP mod agonism max-min	AMPAR-TARP mod glutamate slope
Cc1nnc(C2CCN(Cc3ccc(Cl)cc3Cl)CC2)s1	i	0.0569	58.5
O=C(CCN1C(=O)c2ccccc2S1(=O)=O)N1CCN(c2cccc(Cl)c2)CC1	i	0.0229	43.0
Cc1cn2c3c(=O)n(C)c(=O)n(C)c3nc2n1CC(=O)c1ccc(Cl)cc1	i	0.131	64.2
Cc1ccc(Cl)cc1NC(=O)CSc1ncnc2c1[nH]c1ccc(F)cc12	i	0.132	43.7
O=S(=O)(Cc1nc(-c2ccc3c(c2)OCO3)no1)c1ccc(Cl)cc1	i	0.112	53.6
CSc1nc2c(c(=O)[nH]1)C(c1ccc(Cl)cc1)C1=C(CC(C)(C)CC1=O)N2 (centres undefined)	i	0.0329	55.2
Cc1ccc(Cl)cc1NC(=O)c1ccc(N2CCCCS2(=O)=O)cc1	i	0.0822	57.3
COc1cc(NC(=O)NCCCn2nc(-c3ccc(Cl)cc3)ccc2=O)cc(OC)c1	i	0.115	55.4
COc1cc(OC)cc(N2C(=O)C3N=NN(Cc4nc(-c5cccc(Cl)c5)no4)C3C2=O)c1 (centres undefined)	i	0.13	46.6
Cc1cc(NCC2CCCO2)n2ncc(-c3ccccc3Cl)c2n1 (centres undefined)	i	0.134	46.3
Cc1ccc(-c2ccc(=O)n(CCCNS(=O)(=O)c3ccc(F)c(Cl)c3)n2)cc1	i	0.0955	54.4

Some of the entries so far, as a markdown table.
| Structure | AMPAR-TARP mod | AMPAR-TARP mod agonism max-min | AMPAR-TARP mod glutamate slope |
| --- | --- | --- | --- |
| COc1ccc(CCC(=O)NCCOc2ccccc2)cc1 | i | 0.0764 | 56.3 |
| CCN(CC)c1ccc(N2CCN(S(=O)(=O)c3ccc4ccccc4c3)CC2)nn1 | i | 0.0919 | 40.0 |
